FXIa inh: blocks human coagulation factor XIa protease activity. inhibition, % at 5 µM. AID 798. purified FXIa, Boc-Glu-Ala-Arg-AMC fluorogenic substrate. actives 0.14% (n = 220,000). P03951;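 active means inhibition of at least 40%; inactive means inhibition below 40%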;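 further: fluorescence of freed AMC excited at 355 nm; 0% = enzyme without compound and 100% = no enzyme blank; many of its hits are not listed in these tables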
Rad51 HR inh: blocks human Rad51 in homologous recombination; hRad51 DNA strand exchange, fluorescence dequenching; AID 1385; Q06609; inhibition, % at 10 µM; actives 0.085% (n = 200,000);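 active means inhibition above 40% at the single screening dose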;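 further: 0% = DMSO control wells and 100% = blanks with heterologous ssDNA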
Target sequence (Q06609 whole entry, looked up): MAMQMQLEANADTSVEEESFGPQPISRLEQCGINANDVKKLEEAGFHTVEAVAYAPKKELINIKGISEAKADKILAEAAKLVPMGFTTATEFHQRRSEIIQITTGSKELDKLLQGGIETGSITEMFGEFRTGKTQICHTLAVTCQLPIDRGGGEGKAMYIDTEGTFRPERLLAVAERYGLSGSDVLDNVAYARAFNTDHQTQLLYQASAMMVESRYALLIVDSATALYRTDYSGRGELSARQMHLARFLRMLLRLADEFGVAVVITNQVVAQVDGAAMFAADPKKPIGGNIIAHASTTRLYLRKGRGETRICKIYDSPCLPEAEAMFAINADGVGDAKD
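material = hRad51 filaments on single-stranded DNA | timing = filaments 15 min 37 °C, then compound 30 min | signal = FRET fluorescence dequenching, excitation 485 nm, emission 520 nm | benchmarks = control wells and blank wells on each plate | evaluation = percent inhibition relative to plate controls and blanks | compound = 10 µM final, single point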
FXIIa inh: factor XIIa (human) inhibition; inhibition, % at 5 µM; P00748; actives 0.3% (n = 220,000); purified FXIIa, Boc-QGR-AMC fluorogenic substrate, 2 h; in the data active means inhibition above about 40%;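 further: 0% = enzyme with no compound and 100% = blank without enzyme; many of its hits are not listed in these tables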
thrombin 1536: blocks human thrombin protease activity; P00734; alpha-thrombin, Boc-VPR-AMC fluorogenic substrate cleavage; inhibition, % at 5 µM; actives 0.26% (n = 220,000);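 active means inhibition at or above 40%; inactive means inhibition below 40%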;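 further: 0% = enzyme with no compound and 100% = wells without enzyme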
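System: Human alpha-thrombin protein | Medium: pH 7.5 Tris (50 mM) with NaCl 150 mM, Tween 20 0.05% | Times: Enzyme reaction carried out at room temperature | Detection: AMC fluorescence, 355/460 nm | Evaluation: Percent inhibition scaled between no-compound controls and no-enzyme blanks | Benchmarks: Enzyme without compound as high, wells lacking enzyme as low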
KLK5 inh: inhibitors of human kallikrein 5; inhibition, % at 5 µM; actives 0.59% (n = 210,000); AID 873; recombinant hK5, fluorogenic AMC substrate cleavage;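 active means inhibition of 40% or more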;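 further: 0% = enzyme controls without compound and 100% = no-enzyme blanks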
Target sequence (Q9Y337 67-293 limits assumed): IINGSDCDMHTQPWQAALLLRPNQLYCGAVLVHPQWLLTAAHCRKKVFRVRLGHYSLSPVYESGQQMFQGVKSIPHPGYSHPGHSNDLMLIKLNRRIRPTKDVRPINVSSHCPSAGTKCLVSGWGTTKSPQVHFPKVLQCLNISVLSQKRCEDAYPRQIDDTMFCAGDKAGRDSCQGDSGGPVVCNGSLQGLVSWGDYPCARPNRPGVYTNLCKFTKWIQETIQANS
zVAD death inh: L929 zVAD cell death inhibition | actives 0.38% (n = 220,000) | viability rescue, % at 10 µM | L929 zVAD necroptosis rescue, ATP luminescence, 24 h; with zVAD 60 µM;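 active means activation, scaled between plate controls, above about 75%, limit read from the data; inactive means activation under that limit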;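 further: 0% = zVAD with DMSO and 100% = DMSO alone without zVAD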
KCC2 mod: modulators of human KCC2 chloride dependent transport; Q9H2X9; KCC2 cells, thallium flux FluoZin-2 fluorescence; B-score of Tl+ flux slope (higher = more flux/activation; lower = inhibition) at 10 µM; actives 2.2% (n = 190,000); AID 1456;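 active means thallium flux slope and its plate-corrected score both differing from the plate sample mean at a set confidence after two filtering rounds, in either direction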;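 further: slope of fluorescence scaled to starting intensity during 10 to 20 s after thallium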
TNF necrop inh: TNF-alpha cell death inhibition in Jurkat FADD-/- cells; activation (protection from cell death), % at 10 µM; AID 463075; actives 0.068% (n = 220,000); Jurkat FADD-/- TNF necroptosis rescue, ATP luminescence, 24 h; 0 = TNF only, 100 = no-TNF cells;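 active means activation, meaning protection from cell death, of at least 50% relative to plate controls; inactive means activation below 50%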;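 further: necroptosis triggered by 40 ng/mL TNF-alpha added together with compound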
Hck-Nef inh: blocks Nef-activated human Hck kinase; P08631; Recombinant Hck-YEEI plus Nef, Z-Lyte FRET kinase assay; inhibition, % at 20 µM; actives 0.68% (n = 220,000);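 active means Hck-Nef kinase inhibition above about 50%, limit read from the data; inactive means inhibition below that limit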;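 further: 0% = DMSO with Hck plus Nef and 100% = Hck alone without Nef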
Target sequence (P08631 whole entry, looked up): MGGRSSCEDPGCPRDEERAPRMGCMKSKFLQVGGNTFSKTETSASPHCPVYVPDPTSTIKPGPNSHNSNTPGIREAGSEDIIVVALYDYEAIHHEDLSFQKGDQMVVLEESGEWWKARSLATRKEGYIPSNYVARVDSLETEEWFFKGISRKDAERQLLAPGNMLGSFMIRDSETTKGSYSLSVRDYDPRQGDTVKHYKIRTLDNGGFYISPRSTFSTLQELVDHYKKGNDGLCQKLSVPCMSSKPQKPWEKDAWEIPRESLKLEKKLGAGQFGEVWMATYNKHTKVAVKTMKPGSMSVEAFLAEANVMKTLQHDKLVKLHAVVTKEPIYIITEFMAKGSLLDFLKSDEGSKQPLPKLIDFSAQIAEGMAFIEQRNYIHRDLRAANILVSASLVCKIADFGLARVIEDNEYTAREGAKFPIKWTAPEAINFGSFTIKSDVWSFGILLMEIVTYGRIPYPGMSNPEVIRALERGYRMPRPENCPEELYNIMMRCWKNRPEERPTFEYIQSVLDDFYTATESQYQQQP
An asterisk follows results filed as active; x = no result given. These rows are one share of the data, so the mix of outcomes need not match the whole.

SMILES	FXIa inh	Rad51 HR inh	FXIIa inh	thrombin 1536	KLK5 inh	zVAD death inh	KCC2 mod	TNF necrop inh	Hck-Nef inh
NNC(=O)Cn1c(COc2ccc(Cl)cc2)nc2ccccc21	0	-2	-1	-6	-20	0.1	0.037	1.1	0
O=C(NCc1ccco1)c1cccc(F)c1	-7	x	8	-5	-3	-0.2	-0.71	0.6	2
COCCNC(=O)NC(=O)COC(=O)c1ccc2[nH]c3c(c2c1)CCCC3	6	-4	6	-11	-1	1.4	-1.9	0.5	-25
COc1cc(/C=C/C(=O)Nc2cc(S(=O)(=O)N3CCOCC3)ccc2N2CCCC2)cc(OC)c1OC	-5	2	0	-10	-6	58	0.18	-0.6	3
CC(C)CN1C2CCCC1CC(NC(=S)NCc1ccco1)C2 (stereo not drawn)	-11	14	-3	0	-21	0.4	0.35	0.0	-1
COc1ccc(N2CCN(Cc3nc4c(c(=O)[nH]c(=O)n4C)n3CC(C)=O)CC2)cc1	6	-10	14	-3	-1	-0.6	-0.52	-0.6	6
Cc1cc(C(F)F)n2ncc(C(=O)O)c2n1	1	-2	18	1	-4	0.1	x	-0.2	0
O=C(CSc1nnc(C2CC2)n1-c1ccccc1)Nc1ccc(N2CCOCC2)cc1	1	-4	13	-3	-19	1.4	x	2.6	1
Cc1ccn(S(=O)(=O)c2ccc(C(C)(C)C)cc2)n1	-5	-5	-1	-12	-23	-0.8	-0.86	0.5	9
O=C(Cn1nc(C(=O)O)c2ccccc2c1=O)Nc1ccc2c(c1)OCO2	2	15	5	-7	-10	0.8	0.01	-0.7	8
COC(=O)/C(=C\c1cc(OC)c(OC)c(OC)c1)c1nc2ccccc2[nH]1	-5	3	1	4	-2	65	0.65	0.4	-17
CCOc1ccc2nc(NC(=O)c3cc([N+](=O)[O-])ccc3N3CCOCC3)sc2c1	-1	x	3	-5	-13	0.2	-0.81	-1.3	-24
CCc1nnc(NC(=O)CSc2nnc(-c3cc4ccccc4cc3O)n2CC)s1	1	12	7	-4	-27	1.7	-1.9	0.5	-1
COC(=O)c1sccc1NC(=O)C1CCCCC1C(=O)O (stereo not drawn)	4	-10	14	1	x	-0.2	x	-0.9	4
Cc1cc(Cl)ccc1OCC(=O)OC(C)C(=O)NC(N)=O (stereo not drawn)	10	-1	13	-2	3	0.0	-1.9	-2.9	-5
O=C(Nc1ccc(NC(=O)C2CCCN2C(=O)OCc2ccccc2)cc1)c1ccco1 (stereo not drawn)	-6	11	6	-8	-5	-1.2	-1.4	-0.8	0
COCCOC(=O)C1=C(C)NC2=C(C(=O)CC(C)(C)C2)C1c1cc2c(cc1Br)OCO2 (stereo not drawn)	x	-2	x	x	x	-0.2	x	0.5	9
CCSc1nnc([C@H](Cc2c[nH]c3ccccc23)NC(=O)OC(C)(C)C)o1	-4	1	21	1	-15	-0.1	0.25	-1.7	0
CCNC(=S)NNC(=O)c1ccccc1OC(F)F	-29	0	-1	-5	2	0.4	1.5	1.0	-3
O=C(c1ccccc1)c1coc2c1C(=O)c1ccccc1C2=O	17	1	10	-3	3	-0.5	0.77	-3.2	-6
CCCCCCCC[n+]1cccc(C(=O)N(CC)CC)c1	-1	-4	5	-3	-11	0.7	-0.41	0.6	-1
CCOC(=O)c1sc(SC)c2c1CCC/C2=N/OC	-2	18	6	-4	-4	1.0	-0.1	-0.7	0
COC(=O)c1ccccc1NC(=O)c1ccc(COc2cc(C)cc(C)c2)o1	6	-8	-7	-4	-20	-0.2	x	-1.4	1
COc1ccc(/C=N/NC(=O)c2cccc([N+](=O)[O-])c2)cc1OC(=O)c1ccccc1	-5	0	7	-7	4	0.1	-0.096	-11	1
COC(=O)CN1C(c2cccc(Cl)c2)=Nc2ccc(Cl)cc2C1c1ccccc1 (stereo not drawn)	0	2	13	-10	-6	-0.7	-0.2	1.7	1
CC1(C)CC(NCCC(c2ccccc2)c2ccco2)CCO1 (stereo not drawn)	1	x	5	-5	-2	-0.6	0.5	4.3	15
Cc1ccc(C(=O)N/C(=C\c2cccs2)C(=O)NCCCn2ccnc2)cc1C	3	2	17	-5	-3	-0.1	0.32	-1.0	-1
COc1cccc(NC(=O)CSc2nc3c(c(-c4ccco4)c2C#N)CCCC3)c1	7	2	10	5	-6	-0.2	0.00061	-1.7	3
CCC(=O)OC1(C#CCOc2ccc(OC)cc2)CCN(C)CC1	-8	1	0	-9	-25	0.3	0.71	-0.4	1
CN1CCC=C(C(=O)N2c3ccccc3Sc3ccc(Cl)cc32)C1	-1	0	12	1	1	0.3	x	-1.5	23
Clc1ccc(C2CC(c3ccco3)n3ncnc3N2)cc1Cl (stereo not drawn)	6	9	15	2	-5	0.0	0.43	-1.8	20
COc1cccc(-c2n[nH]c(=S)n2Cc2ccco2)c1	0	16	12	1	-1	-0.3	0.93	-0.4	1
CN(C)S(=O)(=O)c1ccc(Cl)c(NC(=O)COC(=O)CNC(=O)c2ccco2)c1	-5	-3	-1	-6	-2	5.0	0.079	-0.2	-3
Clc1ccc(SCc2cc(-c3ccccc3)on2)cc1	5	-2	7	4	0	0.1	-0.17	-2.5	1
CCCOc1ccc(-c2nnn(CC(=O)Nc3cccc(C(=O)OC)c3)n2)cc1	-5	1	4	-5	-11	x	x	x	x
Cc1ccc(-c2nc(C(Cl)Cl)c3ccccc3n2)cc1	5	22	6	1	6	31	-2.4	-22	15

Exported with two lines to a compound: part of the list above
Each structure is followed by: FXIa inh | Rad51 HR inh | FXIIa inh | thrombin 1536 | KLK5 inh | zVAD death inh | KCC2 mod | TNF necrop inh | Hck-Nef inh
CCCCCCCC[n+]1cccc(C(=O)N(CC)CC)c1
→ -1 | -4 | 5 | -3 | -11 | 0.7 | -0.41 | 0.6 | -1
CCOC(=O)c1sc(SC)c2c1CCC/C2=N/OC
→ -2 | 18 | 6 | -4 | -4 | 1.0 | -0.1 | -0.7 | 0
COC(=O)c1ccccc1NC(=O)c1ccc(COc2cc(C)cc(C)c2)o1
→ 6 | -8 | -7 | -4 | -20 | -0.2 | x | -1.4 | 1
COc1ccc(/C=N/NC(=O)c2cccc([N+](=O)[O-])c2)cc1OC(=O)c1ccccc1
→ -5 | 0 | 7 | -7 | 4 | 0.1 | -0.096 | -11 | 1
COC(=O)CN1C(c2cccc(Cl)c2)=Nc2ccc(Cl)cc2C1c1ccccc1 (stereo not drawn)
→ 0 | 2 | 13 | -10 | -6 | -0.7 | -0.2 | 1.7 | 1
CC1(C)CC(NCCC(c2ccccc2)c2ccco2)CCO1 (stereo not drawn)
→ 1 | x | 5 | -5 | -2 | -0.6 | 0.5 | 4.3 | 15
Cc1ccc(C(=O)N/C(=C\c2cccs2)C(=O)NCCCn2ccnc2)cc1C
→ 3 | 2 | 17 | -5 | -3 | -0.1 | 0.32 | -1.0 | -1
COc1cccc(NC(=O)CSc2nc3c(c(-c4ccco4)c2C#N)CCCC3)c1
→ 7 | 2 | 10 | 5 | -6 | -0.2 | 0.00061 | -1.7 | 3
CCC(=O)OC1(C#CCOc2ccc(OC)cc2)CCN(C)CC1
→ -8 | 1 | 0 | -9 | -25 | 0.3 | 0.71 | -0.4 | 1
CN1CCC=C(C(=O)N2c3ccccc3Sc3ccc(Cl)cc32)C1
→ -1 | 0 | 12 | 1 | 1 | 0.3 | x | -1.5 | 23
Clc1ccc(C2CC(c3ccco3)n3ncnc3N2)cc1Cl (stereo not drawn)
→ 6 | 9 | 15 | 2 | -5 | 0.0 | 0.43 | -1.8 | 20
COc1cccc(-c2n[nH]c(=S)n2Cc2ccco2)c1
→ 0 | 16 | 12 | 1 | -1 | -0.3 | 0.93 | -0.4 | 1
CN(C)S(=O)(=O)c1ccc(Cl)c(NC(=O)COC(=O)CNC(=O)c2ccco2)c1
→ -5 | -3 | -1 | -6 | -2 | 5.0 | 0.079 | -0.2 | -3
Clc1ccc(SCc2cc(-c3ccccc3)on2)cc1
→ 5 | -2 | 7 | 4 | 0 | 0.1 | -0.17 | -2.5 | 1
CCCOc1ccc(-c2nnn(CC(=O)Nc3cccc(C(=O)OC)c3)n2)cc1
→ -5 | 1 | 4 | -5 | -11 | x | x | x | x
Cc1ccc(-c2nc(C(Cl)Cl)c3ccccc3n2)cc1
→ 5 | 22 | 6 | 1 | 6 | 31 | -2.4 | -22 | 15

(continued)
SMILES	FXIa inh	Rad51 HR inh	FXIIa inh	thrombin 1536	KLK5 inh	zVAD death inh	KCC2 mod	TNF necrop inh	Hck-Nef inh
CS(=O)(=O)N(CC(=O)Nc1ccc(CC#N)cc1)c1ccc(C23CC4CC(CC(C4)C2)C3)cc1	8	-4	13	1	-28	0.0	x	-5.5	-2
Cn1nc(C(F)(F)F)c(C#N)c1N1CCN(c2ccccc2F)CC1	2	-7	12	1	-17	0.5	-2.1	0.3	1
COc1ccc(N2C(=O)C3CCCN3C2c2ccc(F)cc2)cc1Cl (stereo not drawn)	15	-7	19	16	10	0.2	-1.6	-1.2	2
Cc1ccccc1C(=O)N1CCC(C(=O)O)CC1	1	-4	5	-1	-20	0.1	x	0.1	-1
O=C(Nc1ccc(F)cc1F)c1ccc(-n2cccn2)c([N+](=O)[O-])c1	-7	5	-6	0	-25	2.0	-0.15	0.0	-9
COc1ccccc1CNC(=O)C(C)NS(=O)(=O)c1ccc(C)cc1 (stereo not drawn)	2	-8	5	-6	-13	0.7	1.2	-1.9	-27
CCCCNc1nc2ccccc2nc1Cl	-2	-1	6	-5	-1	6.0	0.53	0.1	18
COC(=O)CNC(=O)c1cccs1	-13	4	-15	-3	2	0.8	0.94	1.9	8
COCc1[nH]nc2c1C1(C(=O)N(C)c3ccccc31)C(C#N)=C(N)O2 (stereo not drawn)	5	1	20	-6	-5	0.0	0.93	0.8	-3
CN(C)N=Nc1ccc(S(N)(=O)=O)cc1	-5	-4	2	-17	-3	1.3	1.7	0.3	18
COc1cc(NS(=O)(=O)c2ccc(NC(=O)COc3ccccc3C)cc2)nc(OC)n1	18	-5	6	1	-16	0.5	x	-2.2	0
CN(C)CCNC(=O)c1cc2cc(Br)ccc2oc1=O	5	-5	7	2	-10	-0.6	-0.079	-0.6	0

Reprinted at random: 2 entries already listed.
SMILES	FXIa inh	Rad51 HR inh	FXIIa inh	thrombin 1536	KLK5 inh	zVAD death inh	KCC2 mod	TNF necrop inh	Hck-Nef inh
CS(=O)(=O)N(CC(=O)Nc1ccc(CC#N)cc1)c1ccc(C23CC4CC(CC(C4)C2)C3)cc1	8	-4	13	1	-28	0.0	x	-5.5	-2
COCc1[nH]nc2c1C1(C(=O)N(C)c3ccccc31)C(C#N)=C(N)O2 (stereo not drawn)	5	1	20	-6	-5	0.0	0.93	0.8	-3

Other results follow:
SMILES	FXIa inh	Rad51 HR inh	FXIIa inh	thrombin 1536	KLK5 inh	zVAD death inh	KCC2 mod	TNF necrop inh	Hck-Nef inh
Cn1c(=O)n(C)c2cc(NC(=O)c3cccc([N+](=O)[O-])c3)c(Br)cc21	-1	2	-2	1	-16	0.9	0.92	0.0	-2
CCC1=NC(c2ccc(OC)cc2)N(O)C1(C)C (stereo not drawn)	-2	9	6	-3	2	0.3	-0.0015	-0.2	1
CCCn1c(NCc2ccco2)nc2c1c(=O)n(C)c(=O)n2C	8	2	11	3	-9	-0.2	0.018	-1.4	7
Cc1ccc(C)c(NC(=O)c2ccc3ccccc3n2)c1	-14	-2	4	-4	-8	-0.6	0.71	-0.6	2
CCC(C)NC(=O)CC(NS(=O)(=O)c1ccc(NC(C)=O)cc1)C(C)C (stereo not drawn)	-4	-3	0	-4	-9	0.1	-0.49	-0.3	-9

Screening results: PubChem, several laboratories
